WT yeast gro inh = growth inhibition of WT strain, primary screen, mitochondrial fusion inhibitor project, WT and mutant strains, chemical genetic | mitochondrial fusion phenotypic screen | inhibition, % at 10 µM | 190,000 tested, 2.1% active; in the data active = inhibition above about 58%; tested in S. cerevisiae
Autophagy mod = autophagy modulators in MEF cells, primary screen, imaging, high-content, MEF GFP-LC3 | AID 463193, 2010 | 190,000 tested, 0.98% active | calls only at 10 µM (by protocol) | MEF GFP-LC3 puncta imaging; test concentration mostly 10 µM;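 active = percentage of spot-positive cells more than 3 SD above its plate mean, without a fluorescence outlier flag or 80% toxicity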;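 note: spot-positive cell cutoff set from DMSO-treated cells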
human PMI inhibitors = human PMI inhibitors, high substrate, primary screen, biochemical, fluorescence intensity, high mannose 6-phosphate (AID 1220); Mannose-6-phosphate isomerase (Homo sapiens); recombinant PMI enzyme, coupled fluorescence intensity; higher % means a stronger effect; inhibition, % at 20 µM, or IC50 in µM where a hit was titrated; 190,000 tested, 0.66% active
Ins promoter up = insulin promoter activators in MIN6 cells, imaging, high-content screening, mouse beta cells; MIN6 insulin promoter-GFP reporter; stronger effect = higher value; z-score at 5 µM; 190,000 tested, 0.3% active;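 active = z-score above 3 at 5 µM with at least 500 cells counted in the well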
b-catenin transl = modulators of beta-catenin nuclear translocation, primary screen, imaging, HeLa cells, immunofluorescence, high-content; nuclear translocation activity, % at 5 µM; 190,000 tested, 0.3% active; AID 1665, 2009;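 active = nuclear translocation activity above 50% at 5 µM, with a well cell count of 50 or more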;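 note: per-cell ratio of nuclear to cytoplasmic median beta-catenin stain intensity; plate controls were DMSO negative control for no effect and GSK-3 inhibitor IX positive control for full effect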
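System: HeLa cells, endogenous beta-catenin; compound dosing: 5 µM primary single dose, 0.1% DMSO, 0.02–20 µM confirmation series; incubation: 24 h compound exposure at 37°C, 5% CO2; signal: beta-catenin immunofluorescence imaging with DAPI; evaluation: % activation, nuclear-to-cytoplasmic median beta-catenin signal ratio per cell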
Dynein cargo inh = inhibitors of GR-EGFP nuclear translocation, primary screen, dynein cargo transport inhibitor project, imaging, high-content, 3617.4 mouse cells | z-score, hits read low | test concentration mostly 20 µM; stimulated with dexamethasone, 1 µM; stronger effect = lower value | 220,000 tested, 0.47% active;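 active = plate z-score of nuclear minus cytoplasmic receptor signal below a set negative limit, without overly bright fluorescence or cell loss, cut at about -3.5 in these data, passing the limit was not always enough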;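 note: z-score of nuclear minus cytoplasmic ring GR-EGFP intensity difference per well; some compounds called inactive have numbers as strong as hits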
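Buffer or medium: Induction medium lacking tetracycline, stripped serum | Also added: Dexamethasone agonist, 1.0 µM final, for 30 min | Timing: 48 h induction, 1 h compound, 30 min dex at 37 °C | Detection: Formaldehyde fixation, Hoechst nuclear stain, 10x automated fluorescence imaging | Measure: Nuclear versus cytoplasmic GR-EGFP signal, averaged per well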
Yfh1-off respiration = enhancers of respiration in Yfh1-depleted yeast, dose response, Friedreich's ataxia, plus single-dose screen (AID 1465); S. cerevisiae Yfh1-off respiration, WST-1 reduction, 72 h; higher fold induction means a stronger effect; fold induction at 50 µM; hits with a dose series show EC50 in µM; 220,000 tested, 0.074% active;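 active = fold induction of absorbance versus untreated yeast above a set limit, then at least 30% activation at any dose in follow-up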;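 note: activators that raise dye reduction in frataxin-depleted yeast; strong numbers were not always called active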
PMI inhibitors = inhibitors of human PMI, primary screen, biochemical, fluorescence intensity, coupled assay (AID 1209) | 190,000 tested, 0.42% active | purified PMI enzyme, coupled fluorescence intensity; higher % means a stronger effect | inhibition, % at 20 µM; hits with a dose series show IC50 in µM | Mannose-6-phosphate isomerase (Homo sapiens);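 note: plate controls were DMSO vehicle for no effect and wells lacking substrate for full effect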
MT stabilizer = microtubule stabilizers in HeLa cells, primary screen, imaging, high-content imaging; HeLa tubulin immunostaining HCS, 24 h; share of cells brighter than vehicle mean+2SD; % tubulin-high responders, % at 10 µM; 200,000 tested, 0.83% active; AID 2205, 2009;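 active = plate Z-score above 3 for both tubulin-high and condensed-nucleus cell shares, with cell loss under 80%, at 10 µM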;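 note: anti alpha tubulin signal scored within the nucleus-defined area of each cell; some results filed as inactive read as strong as hits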
WT yeast gro inh mutant strain = also measured in WT yeast gro inh; calls as there; inhibition, %; mitochondrial fusion phenotypic screen, mutant strain inhibition
Dynein cargo inh cytoplasmic EGFP = recorded beside Dynein cargo inh, whose call it bears; z-score; measured here: cytoplasmic GR-EGFP intensity; stronger effect = higher value
Dynein cargo inh nuclear GR-EGFP = recorded beside Dynein cargo inh, whose call it bears; z-score; measured here: nuclear GR-EGFP intensity;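 lower value marks the stronger effect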
Dynein cargo inh cell count = also measured in Dynein cargo inh; calls as there; z-score; measured here: cell count per field
Ins promoter up cell count = further read-out of Ins promoter up, marked with its call; cell count; measured here: cytotoxicity, nuclei count;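 total cells summed across four imaged fields per well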
b-catenin transl cell count 5 µM = further read-out of b-catenin transl, marked with its call; cell count; measured here: cell count, cytotoxicity flag
MT stabilizer Hoechst-high % = second read-out of MT stabilizer, no call of its own (marks repeat the call); % Hoechst-high responders; measured here: nuclear condensation Hoechst responders;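 share of cells brighter than vehicle mean plus two SD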
MT stabilizer cytotoxicity % = further read-out of MT stabilizer, marked with its call; toxicity, %; measured here: cytotoxicity by cell density;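 0% = mean cell density of plate MIN control wells and 100% = no cells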
Autophagy mod cell loss 18 h = recorded beside Autophagy mod, whose call it bears; toxicity, %; measured here: cell loss, nuclei count;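 cell loss after 18 h compound exposure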
An asterisk follows results filed as active; i = inactive; . = not tested or not shown; & = joins results of further samples. Cut-off read from the data, not from the text of the source, unless noted: active = inhibition above about 50%; inactive = the rest.

smiles	b-catenin transl cell count 5 µM	Yfh1-off respiration	MT stabilizer	Ins promoter up	Autophagy mod cell loss 18 h	Ins promoter up cell count	MT stabilizer Hoechst-high %	MT stabilizer cytotoxicity %	Dynein cargo inh cell count	Dynein cargo inh nuclear GR-EGFP	Autophagy mod	Dynein cargo inh cytoplasmic EGFP	b-catenin transl	PMI inhibitors	Dynein cargo inh	human PMI inhibitors	WT yeast gro inh	WT yeast gro inh mutant strain
Cc1cc(C)nc(NC(N)=NC2CCCCC2)n1	936	i	2.3	-0.23	7	1217	1.3	2.1	4.6	0.11	i	-0.27	-0.9	6%	-0.095	-5%	-5	6
CCCn1c(-c2ccc(OC)cc2)nc2nc3ccccc3nc21	1116	i	1.7	0.64	10	1282	1.8	3.1	1.2	-0.29	i	-0.22	-0.3	4%	-0.38	11%	-7	1
COc1ccccc1N=Cc1c(C)c(C#N)c2[nH]c3ccccc3n2c1=O	1111	i	1.4	0.55	4	1356	1.8	6.2	0.5	0.14	i	0.099	-1.5	2%	-0.33	26%	-24	-13
COc1ccc2c(c1)CC(C1(O)C(=O)Nc3ccccc31)C2=O (stereo unspecified)	984	i	4.5	-0.74	-15	1287	2.1	4.0	-0.86	0.093	i	-0.14	-12	0%	0.42	0%	-8	2
COc1ccc(-c2csc(NC(=O)c3cc(-c4cccs4)nc4ccccc34)n2)c(OC)c1	1144	i	2.0	-0.09	6	1344	3.8	11	-0.55	0.84	i	-0.24	-0.2	5%	0.53	5%	-4	-1
NC12NC(=O)C3(O)C4C5CC(C6C5C3C61)C42 (stereo unspecified)	996	i	2.0	.	-2	.	1.4	9.7	-0.3	-0.19	i	-0.27	-1.6	4%	-0.26	1%	-6	-2
COC(=O)CSC(C(=O)Nc1ccc(C)c(C)c1)c1ccccc1 (stereo unspecified)	1408	i	2.1	-0.63	-3	1652	0.9	5.6	0.27	-0.4	i	2.6	-2.5	9%	-1.7	7%	6	5
O=C(Nc1ccccn1)NC12CC3CC(CC(C3)C1)C2	986	i	2.8	.	11	.	1.9	6.5	0.29	0.075	i	-0.22	-3.3	10%	0.47	11%	-20	-10
C=C(C)C(=O)N1CC2(CC(c3cccc(NC(=O)COc4ccc(Cl)cc4)c3)=NO2)C[C@@H]1C(N)=O (stereo partly specified)	1056	i	.	-0.97	.	976	.	.	0.62	-0.038	.	-0.8	0.1	.	-0.08	.	.	.
O=C(Nc1ccc(N2CCOCC2)cc1)C1CCCCN1S(=O)(=O)c1ccccc1 (stereo unspecified)	1321	i	.	-0.72	.	1116	.	.	-0.21	0.081	.	-0.75	0.5	.	0.5	.	.	.
COc1ccc(COC(=O)Nc2c(SC)nsc2SC)cc1	1146	i	2.2	-0.93	-9	1221	2.4	5.4	0.41	0.064	i	-0.22	-2.0	-9%	-0.015	-8%	0	-7
CC(=O)Nc1ccc(Nc2ccccc2)cc1	1323	i	.	-0.43	.	1291	.	.	0.16	-0.13	.	-0.25	0.0	.	-0.063	.	.	.
COc1ccccc1C1CC(c2ccc(Cl)cc2)Nc2ncnn21 (stereo unspecified)	1059	i	2.3	1.2	8	1096	2.5	8.5	1.4	-0.13	i	-0.27	-0.4	23%	-0.37	20%	18	18
C=CCNC(=O)C1CC2Cn3c(nc4cc5ccccc5cc43)C2N1C (stereo unspecified)	1306	i	.	4.4*	.	748*	.	.	-1.8	1.4	.	-0.59	-3.1	.	2.4	.	.	.
CCc1cc2cc3c(cc2nc1SCC(=O)Nc1nccs1)OCO3	.	i	3.6	.	3	.	1.6	2.3	0.49	-0.88	i	-0.2	.	-19%	-0.84	-21%	-6	-3
CCOCCCNC(=O)C(c1ccc(C)cc1)N(Cc1ccc2c(c1)OCO2)C(=O)c1cnccn1 (stereo unspecified)	1303	i	3.3	0.01	-1	1596	1.3	5.7	0.58	0.47	i	-0.2	0.3	5%	0.51	5%	10	-1
COC(=O)CSC1=C(C#N)C(=O)NC(c2ccccc2)S1 (stereo unspecified)	.	i	1.4	-0.27	3	850	1.7	2.6	1	-0.31	i	0.089	.	-23%	-0.9	-23%	-6	-32
CCCCCC[n+]1c(-c2ccc(Cl)cc2Cl)csc1Nc1ccccc1	1067	i	5.2	0.94	13	1389	3.6	7.5	0.23	-0.22	i	-0.23	2.7	0%	-0.43	-6%	19	10
CN(C)CCN(Cc1ccccc1)c1ccccn1	1075	i	3.1	-0.14	-1	1520	3.5	11	0.23	0.66	i	-0.27	-2.1	-18%&15%	0.47	-18%&11%	13&-2	-3&-6
CCc1ccc(CN(C)Cc2nc(-c3cccc(Cl)c3)no2)nc1	1547	i	2.2	0.21	-2	1475	1.8	10	-0.1	0.2	i	-0.23	1.0	0%	0.17	-4%	18	-2
CC(=O)NC(Cc1ccc(F)cc1)C(=O)NC1CCN(c2nnnn2-c2ccccc2)CC1 (stereo unspecified)	.	.	2.8	0.39	-5	1222	2.0	6.3	-0.099	0.1	i	-0.21	.	17%	0.27	16%	-10	-7
CS(=O)(=O)c1ccc2nc(NC(=O)C3COc4ccccc4O3)sc2c1 (stereo unspecified)	1417	i	6.6	0.75	10	1365	3.8	1.9	-0.2	-0.68	i	-0.33	1.8	0%	-0.1	7%	-4	11
CC(=O)Nc1cccc(-c2cnc3ccccc3n2)c1	1137	i	1.0	0.22	-2	918	0.7	5.1	0.26	0.012	i	-0.092	-0.8	2%	-0.6	8%	13	10
OCCN(Cc1ccccc1)CC1CC2C=CC1C2 (stereo unspecified)	1278	i	2.2	-0.74	3	1396	2.5	7.0	-0.15	-0.49	i	-0.19	-4.5	13%	-0.98	0%	12	6
COc1ccc(/C=N/n2c(-c3cc(C)[nH]n3)n[nH]c2=S)cc1OC	1242	i	.	0.3	.	1321	.	.	-0.57	1.1	.	-0.24	-0.9	.	1.9	.	.	.
COC(=O)c1sccc1NC(=O)COc1ccc(C)cc1	1396	i	2.5	0.08	11	1350	1.3	6.3	0.56	-0.11	i	-0.3	0.8	5%	-0.2	0%	10	6
O=C(Nc1n[nH]c(C(F)(F)F)n1)c1cccs1	1131	i	.	0.17	.	1312	.	.	1.2	-0.5	.	-0.25	-0.6	.	-1.4	.	.	.
CCCSc1nc(C)cc(=O)[nH]1	.	i	4.1	0.13	8	1314	1.8	8.5	1.1	0.18	i	-0.26	.	5%	0.53	2%	-8	-16
CCc1ccc(NC(=O)c2cnn3c(C(F)F)cc(C)nc23)cc1	1501	i	3.5	-0.14	9	1434	1.5	5.9	0.68	-0.034	i	-0.29	0.9	6%	-0.45	8%	7	14
O=C(/C=C/Nc1ccc(OC(F)(F)F)cc1)C(F)(F)F	.	i	2.1	.	-33	.	1.3	12	-0.073	-0.71	i	-0.22	.	7%	-0.27	6%	1	-17
Cc1ccc2[nH]c(=O)c(C(c3nnnn3C(C)(C)C)N(Cc3ccco3)CC3CCCO3)cc2c1 (stereo unspecified)	865	i	3.3	-0.57	-2	1127	1.4	3.7	0.011	-0.13	i	-0.23	-1.6	-5%	0.25	-2%	1	2
O=C(CNc1cccc2ccccc12)N/N=C/c1ccc(C(=O)O)cc1	1045	i	2.5	0.04	-4	1409	1.9	1.4	-0.77	0.59	i	-0.21	-1.1	11%	0.81	29%	-1	15
CC(C)(C)c1ccc(-c2n[nH]c(=S)n2CC2CCCO2)cc1 (stereo unspecified)	1054	i	1.3	-0.63	7	1411	1.4	4.4	0.57	0.28	i	-0.36	-1.6	4%	-0.43	5%	-4	-10
COC(=O)COc1ccc2occ(C(C)=O)c2c1	1136	i	4.7	1.3	10	1358	1.4	4.4	0.4	0.26	i	0.11	-0.9	-1%	0.089	-5%	17	15
COc1cccc(CNC(=O)CSc2ccc(-c3ccco3)nn2)c1	1084	i	2.5	-0.53	11	1397	2.1	7.1	0.22	-0.34	i	-0.088	1.4	7%	-0.6	20%	2	-1
COc1ccc(NS(=O)(=O)c2ccc3c(c2)CCO3)cc1	1324	i	.	-0.32	.	1066	.	.	-0.31	0.34	.	-0.21	2.8	.	0.73	.	.	.
CN1C(C(=O)NCc2ccccc2)CC2Cn3c(nc4cc(Cl)c(Cl)cc43)C21 (stereo unspecified)	1301	i	.	-0.79	.	913	.	.	0.15	-0.06	.	-0.72	0.7	.	-0.23	.	.	.
CCCCn1cnc2c(=S)nc(N)[nH]c21	1079	i	.	-0.37	.	1579	.	.	-0.26	0.037	.	-0.25	-0.5	.	0.26	.	.	.
O=[N+]([O-])c1ccc(C2CC(c3ccccc3)=Nc3ccccc3S2)cc1 (stereo unspecified)	1326	i	.	0.88	.	1068	.	.	0.37	-0.53	.	-0.19	0.7	.	-0.92	.	.	.

2 compounds drawn at random from those above:
smiles	b-catenin transl cell count 5 µM	Yfh1-off respiration	MT stabilizer	Ins promoter up	Autophagy mod cell loss 18 h	Ins promoter up cell count	MT stabilizer Hoechst-high %	MT stabilizer cytotoxicity %	Dynein cargo inh cell count	Dynein cargo inh nuclear GR-EGFP	Autophagy mod	Dynein cargo inh cytoplasmic EGFP	b-catenin transl	PMI inhibitors	Dynein cargo inh	human PMI inhibitors	WT yeast gro inh	WT yeast gro inh mutant strain
CCCSc1nc(C)cc(=O)[nH]1	.	i	4.1	0.13	8	1314	1.8	8.5	1.1	0.18	i	-0.26	.	5%	0.53	2%	-8	-16
COC(=O)COc1ccc2occ(C(C)=O)c2c1	1136	i	4.7	1.3	10	1358	1.4	4.4	0.4	0.26	i	0.11	-0.9	-1%	0.089	-5%	17	15
